HDAC3 inh: HDAC3 deacetylase inhibitors, primary screen, biochemical, fluorescence, cell-free homogeneous; Histone deacetylase 3 (Homo sapiens), O15379; AID 2718, 2010; recombinant HDAC3, fluorogenic peptide/trypsin coupled; inhibition, % at 8.3 µM; hit rate 0.15% among 320,000; in the data active = inhibition above about 26%, passing the limit was not always enough; inconclusive = no clear call, values can overlap the other calls
TRPC4 act: activators of mouse TRPC4 channel, primary screen, Fluo4 calcium, HEK293 TRPC4beta/mu-opioid cells; Short transient receptor potential channel 4 (Mus musculus), Q9QUQ5; Fluo4 calcium fluorescence; active compounds read high; B-score at 10 µM; hit rate 0.49% among 310,000; AID 2237, 2010;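 active = B-score above 5 SD of library B-scores, and initial fluorescence ratio not above library mean plus 5 SD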;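 note: positive B-score marks a calcium rise read as TRPC4 activation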
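Assay system – TRPC4beta and mu-opioid receptor HEK293 stable cells · Measured by – Fluo4 fluorescence, kinetic · Schedule – dye loading 45 min room temperature, 110 s kinetic read · Read-out – B-scored integrated calcium fluorescence ratio · Controls – buffer and maximal DAMGO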
TRPC4 potent: positive allosteric modulators of TRPC4, primary screen, cell-based, mouse TRPC4beta, HEK293 mu-opioid, Fluo-4 calcium. hit rate 0.42% among 310,000. Short transient receptor potential channel 4 (Mus musculus), Q9QUQ5. DAMGO EC20, Fluo-4 Ca2+ flux; active compounds read high. B-score at 10 µM. AID 2227, 2009;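 active = B-score of calcium response area above 5 SD of library B-scores, with initial fluorescence ratio within 5 SD of library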;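 note: B-score of integrated fluorescence ratio over time as area under calcium response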
TMEM16A act: TMEM16A chloride channel activators or potentiators, primary screen, cell-based, HTS; Anoctamin-1 (Mus musculus), Q8BHY3; HEK293 TMEM16A/YFP-H148Q/I152L, iodide quench fluorescence; active compounds read low; B-score at 10 µM; hit rate 0.3% among 340,000;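 active = fluorescence-ratio B-score plate-corrected deviation score at least 3 library SD below zero, with starting fluorescence score within 5 deviations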;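 note: channel opened by trigger with iodide after compound preincubation; score built on the fluorescence ratio of max minus min over baseline; more negative score means more quench and so TMEM16A activation or potentiation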
KCNQ1 pot: potentiators or activators of KCNQ1 channel, primary screen, cell-based, thallium flux, high-throughput. CHO-K1 KCNQ1, thallium flux FluxOR fluorescence; active compounds read high. Potassium voltage-gated channel subfamily KQT member 1 (Homo sapiens), P51787. hit rate 0.35% among 310,000. B-score at 10 µM. AID 2648, 2010;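 active = fluorescence ratio B-score, a plate-corrected score, at least three library SD, with initial intensity B-score within 5 SD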
Target sequence (P51787 whole entry, looked up): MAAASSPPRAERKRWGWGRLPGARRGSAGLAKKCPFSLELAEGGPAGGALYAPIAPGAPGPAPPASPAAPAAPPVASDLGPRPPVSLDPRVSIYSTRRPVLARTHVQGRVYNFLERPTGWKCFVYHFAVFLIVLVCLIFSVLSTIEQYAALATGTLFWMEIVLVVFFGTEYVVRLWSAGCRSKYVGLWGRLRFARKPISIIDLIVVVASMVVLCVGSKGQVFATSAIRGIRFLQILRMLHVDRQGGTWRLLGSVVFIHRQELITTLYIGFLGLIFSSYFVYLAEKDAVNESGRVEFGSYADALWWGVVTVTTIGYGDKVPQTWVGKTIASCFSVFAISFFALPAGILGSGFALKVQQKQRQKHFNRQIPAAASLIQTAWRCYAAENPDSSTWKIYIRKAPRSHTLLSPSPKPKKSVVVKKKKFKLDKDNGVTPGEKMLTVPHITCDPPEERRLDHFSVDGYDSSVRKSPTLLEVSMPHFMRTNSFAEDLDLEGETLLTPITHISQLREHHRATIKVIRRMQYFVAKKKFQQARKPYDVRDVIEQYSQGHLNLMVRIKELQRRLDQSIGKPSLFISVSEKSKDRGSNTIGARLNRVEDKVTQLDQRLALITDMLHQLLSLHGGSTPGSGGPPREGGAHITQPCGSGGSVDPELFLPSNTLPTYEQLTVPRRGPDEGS
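assay system = KCNQ1-transfected CHO-K1 cells | medium = assay buffer with matched DMSO | probe or stimulus = depolarizing K+/Tl+ stimulus, K2SO4 and Tl2SO4 each 12.5 mM in 5x stock | dosing = single dose | incubation = dye 90 min, compound 20 min, room temperature | detection = kinetic FluxOR fluorescence, 10 s baseline plus 110 s post-stimulus | evaluation = ratio B score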
ANO1 block: TMEM16A chloride channel inhibitors, primary screen, cell-based, HTS. Anoctamin-1 (Mus musculus), Q8BHY3. HEK293 TMEM16A/YFP iodide influx fluorescence, ionomycin. normalized B-score (activity score, 25-100; higher = stronger inhibition) at 10 µM. hit rate 1.2% among 310,000;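 active = ratio plate-corrected score three or more library SD toward inhibition, starting fluorescence score within five deviations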;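 note: score derived from kinetic fluorescence span divided by baseline fluorescence per well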
KCNK9 inh: KCNK9 potassium channel inhibitors, primary screen, HEK293 cells, thallium flux | Potassium channel subfamily K member 9 (Homo sapiens), Q9NPC2 | FluxOR thallium flux fluorescence; active compounds read low | B-score at 10 µM | hit rate 1.2% among 310,000 | AID 488922, 2010;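 active = ratio B-score over 3 SD below the library mean, with starting fluorescence within 5 SD of its mean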;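 note: negative B-score means less thallium flux so channel inhibition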
KCNK3 block: human KCNK3 channel inhibitors, primary screen, CHO cells, FluxOR thallium flux, B-score; Potassium channel subfamily K member 3 (Homo sapiens), O14649; FluxOR fluorescence; active compounds read low; B-score at 10 µM; hit rate 0.84% among 340,000; AID 602410, 2012;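 active = B-score under library mean minus 4 SD, starting fluorescence ratio at most library mean plus 5 SD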;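 note: more negative B-score means stronger inhibition of thallium flux through KCNK3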
Target sequence (O14649 whole entry, looked up): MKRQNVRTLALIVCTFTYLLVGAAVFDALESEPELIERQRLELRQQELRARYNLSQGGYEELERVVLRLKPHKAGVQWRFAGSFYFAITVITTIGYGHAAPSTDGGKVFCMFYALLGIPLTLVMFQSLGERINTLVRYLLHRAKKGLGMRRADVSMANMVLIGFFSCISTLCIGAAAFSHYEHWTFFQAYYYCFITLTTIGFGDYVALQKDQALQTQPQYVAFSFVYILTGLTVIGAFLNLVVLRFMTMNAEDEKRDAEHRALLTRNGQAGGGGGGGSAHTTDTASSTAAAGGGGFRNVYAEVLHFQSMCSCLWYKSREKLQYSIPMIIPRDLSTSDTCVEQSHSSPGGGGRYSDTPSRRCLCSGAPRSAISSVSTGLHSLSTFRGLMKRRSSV
Dyrk1A ADPGlo: rat Dyrk1A kinase inhibitors, primary screen, biochemical, single point, plate reader. inhibition, % at 12.5 µM. ADP-Glo luminescence, NFATc1 peptide. Dual specificity tyrosine-phosphorylation-regulated kinase 1A (Rattus norvegicus), Q63470. hit rate 0.43% among 310,000; in the data active = inhibition above about 50%;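 note: plate controls were vehicle with enzyme for no effect and no enzyme for full effect; many of its hits are not listed in these tables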
hERG rescue: hERG rescue from dofetilide block, primary screen, cell-based, CHO-hERG, FluxOR thallium flux, dofetilide IC70; hit rate 0.51% among 310,000; activation (rescue from dofetilide block), less the hit threshold, % at 10 µM; dofetilide IC70 present; AID 1511, 2009; Voltage-gated inwardly rectifying potassium channel KCNH2 (Homo sapiens), Q12809;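 active = activation above the mean of controls blocked by dofetilide plus 5 SD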;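 note: thallium influx through hERG after potassium depolarization seen as dye fluorescence rise; in these data hits start at about 4.7%; inactives centre near -7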
KCNQ1 inh: inhibitors of human KCNQ1 channel, primary screen, cell-based, thallium flux, high-throughput; B-score at 10 µM; CHO-K1 KCNQ1, FluxOR thallium flux fluorescence; active compounds read high; hit rate 1.3% among 310,000; AID 2642, 2010;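 active = compounds whose thallium flux B-score, printed positive for inhibition, exceeds three library SD while starting fluorescence stays within three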;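 note: channel opened by potassium depolarization with thallium stimulus after 20 min compound exposure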
The depositor's hits bear a star; i = inactive; ? = inconclusive; nt = not tested or not shown. Some of the compounds tested; rates above refer to the full screens.

SMILES | HDAC3 inh | TRPC4 act | TRPC4 potent | TMEM16A act | KCNQ1 pot | ANO1 block | KCNK9 inh | KCNK3 block | Dyrk1A ADPGlo | hERG rescue | KCNQ1 inh
O=C(NNC1=Nc2cc([N+](=O)[O-])ccc2OC1)c1ccccc1Cl | -8 | i | i | i | i | i | i | i | 1 | -5 | i
COc1cccc(/C=N/NC(=O)CC2C(=O)NN=C2C)c1O (centres undefined) | 1 | i | i | i | i | i | i | i | -1 | -10 | i
Cc1cc2nsnc2c(S(=O)(=O)NCC(=O)O)c1C | 4 | i | i | i | i | i | i | i | -3 | 0 | i
CCCCCC[n+]1c(-c2ccc(Cl)cc2Cl)csc1Nc1ccccc1 | nt | i | i | i | i | i | i | i | -5 | -9 | i
CN1CCc2c(sc(/N=C/c3c[nH]c4ccccc34)c2C#N)C1 | 0 | i | i | i | i | i | i | i | nt | -16 | i
CCCc1cc(=O)[nH]c(SCC(=O)NC(=O)c2ccccc2)n1 | -1 | i | i | i | i | i | i | i | 3 | -9 | i
COc1cccc(-c2nnc3sc(-c4ccco4)nn23)c1 | 0 | i | i | i | i | i | i | i | -1 | -10 | i
CC(=O)CCc1oc2ccc(C)cc2c1-c1ccc(C)o1 | 3 | i | i | i | i | i | i | i | nt | -3 | i
CCN(CC)c1ccc(/C=N/NC(=O)c2ccc(Br)o2)cc1 | -15 | i | i | i | i | i | i | i | -4 | -10 | i
CCOc1ccc(OCC)c(NC(=O)C2CCCN2S(=O)(=O)c2cccc3cccnc23)c1 (centres undefined) | 2 | i | i | i | i | i | i | i | 15 | -7 | i
C=CCn1c(SCc2ccc(C(=O)Nc3nccs3)cc2)nnc1-c1ccc(C)c(Cl)c1 | 13 | i | i | i | i | 25* | -7.2* | i | 2 | -7 | i
CCOc1ccccc1-n1nnnc1SCC(=O)Nc1cc(C)on1 | -5 | i | i | i | i | i | i | i | 21 | -11 | i
COCCN(C(=O)c1csnn1)C(C(=O)NC1CCCCC1)c1ccc(C)cc1 (centres undefined) | 1 | i | i | i | i | i | i | i | -7 | -9 | i
CCO[C@H]1OC(C(=O)Nc2ccccc2)=C[C@@H](C2CC2)[C@@H]1CCCO | 10 | i | i | i | i | i | i | i | -4 | -9 | i
CC1CCc2c(sc3ncnc(NCc4cccnc4)c23)C1 (centres undefined) | 0 | i | i | i | i | i | i | i | 31 | -14 | i
C/C(=N\NC(=O)NC1CCCCC1)c1ccc(OC(F)F)cc1OC(F)F | 8 | i | i | i | i | i | i | i | nt | -5 | i
COc1cccc(N2CCN(CC(=O)Nc3nnc(-c4ccccc4)s3)CC2)c1 | 3 | i | i | i | i | 25* | i | i | 0 | -11 | i
COc1ccc(N(CC(O)Cn2nnc3ccccc32)S(=O)(=O)c2ccc(C)cc2)cc1 (centres undefined) | -9 | i | i | i | i | i | i | i | nt | -5 | i
CC(C)(C)OC(=O)CNC(=O)c1[nH]cnc1C(=O)N[C@@H](Cc1ccccc1)C(=O)OCc1ccccc1 | ? | i | i | i | i | i | i | i | -13 | -14 | i
COCCN1C(=O)C(=O)/C(=C(/O)c2ccc(C)cc2)C1c1ccccn1 (centres undefined) | -2 | i | i | i | i | i | i | i | -7 | -13 | i
N#C/C(C(=O)N1CCOCC1)=C1/SC(Cc2ccccc2Cl)C(=O)N1c1ccccc1 (centres undefined) | -2 | i | i | i | i | i | i | i | 0 | -7 | i
Cc1[nH]c2ccc(F)cc2c1CCN(Cc1cccnc1)C(=S)Nc1ccccc1 | -7 | i | i | i | i | i | i | -10* | 0 | -20 | i
O=C(c1cc2ccccc2s1)N1CCOCC1 | -8 | i | i | i | i | i | i | i | 0 | -4 | i
N/C(=N\OC(=O)c1csnn1)c1ccc(C(F)(F)F)cc1 | ? | i | i | i | i | i | i | i | -9 | -9 | i
O=C(Nc1ccc(Cl)cc1C(=O)N1CCCCC1)c1ccco1 | -2 | i | i | i | i | i | i | i | 4 | -9 | i

Continued, overlapping the part above by two compounds.
SMILES | HDAC3 inh | TRPC4 act | TRPC4 potent | TMEM16A act | KCNQ1 pot | ANO1 block | KCNK9 inh | KCNK3 block | Dyrk1A ADPGlo | hERG rescue | KCNQ1 inh
N/C(=N\OC(=O)c1csnn1)c1ccc(C(F)(F)F)cc1 | ? | i | i | i | i | i | i | i | -9 | -9 | i
O=C(Nc1ccc(Cl)cc1C(=O)N1CCCCC1)c1ccco1 | -2 | i | i | i | i | i | i | i | 4 | -9 | i
CCOC(=O)c1ccc(NC(=O)c2c(N)n(C)c(=O)n(C)c2=O)cc1 | -12 | i | i | i | i | i | i | i | 1 | -5 | i
O=C(C1CCCN(c2ncnc3c2nc2n3CCCCC2)C1)N1CCCCC1 (centres undefined) | -3 | i | i | i | i | i | i | i | nt | -6 | i
COc1cccc(CC(NC(C)=O)C(=O)NC2CCN(c3nnnn3-c3ccccc3)CC2)c1 (centres undefined) | 15 | i | i | i | i | i | i | i | -1 | -6 | i
CC(NC(=O)c1cn(C)c2ccc(S(=O)(=O)N3CCCC3)cc2c1=O)c1ccc2c(c1)OCCO2 (centres undefined) | -3 | i | i | i | i | i | i | i | 1 | -9 | i
COc1cc(NC(=O)c2ccc(COCC(F)(F)F)o2)cc(OC)c1OC | 4 | i | i | i | i | i | i | i | 1 | -6 | i
O=C(CCc1nnc(C2(c3ccc(Cl)cc3)CCC2)o1)NC1CC1 | -1 | i | i | i | i | i | i | i | 0 | -7 | i
O=C(NC1CCCC1)C1CC(=O)N(c2ccc(F)cc2)C1 (centres undefined) | -5 | i | i | i | i | i | i | i | 2 | -4 | i
Cc1cc(=O)oc2cc(OCC(=O)OCC(=O)Nc3c(C)n(C)n(-c4ccccc4)c3=O)ccc12 | -14 | i | i | i | i | i | i | i | 1 | -7 | i
O=C(/C=C/c1ccccc1)Nc1cccc(C(=O)O)c1 | 3 | i | i | i | i | i | i | i | 18 | -4 | i
CCOC(=O)C1(Cc2cccc(OC)c2)CCN(CC=C(C)C)CC1 | -2 | i | i | i | i | i | i | i | -2 | -10 | i
Cn1cnnc1SCc1ccc(C(=O)N=Nc2c(O)n(C)c3ccccc23)cc1 | 7 | i | i | i | i | i | i | i | 2 | -14 | i
CCn1c2ccccc2c2nnc(SCc3ccc(C(=O)OC)o3)nc21 | 2 | i | i | i | i | i | i | i | 3 | -11 | i
CCN(CC(=O)Nc1ccc(NC(C)=O)cc1)C(=O)C(c1ccccc1)c1ccccc1 | 2 | i | i | i | i | i | i | i | -3 | -22 | i
CCOc1ccc(N(CC)C(=O)c2nn(-c3ccc(OC)cc3)c(=O)c3c2c2ccccc2n3C)cc1 | 1 | i | i | i | i | i | i | i | 4 | -6 | i
CCO[C@@H]1OC(C(=O)NCc2ccccc2)=C[C@H](C2CC2)[C@H]1CCCO | -1 | i | i | i | i | i | i | i | 7 | -7 | i
CN=C1SC(CC(=O)Nc2ccc(N3CCOCC3)cc2)C(=O)N1C (centres undefined) | 3 | i | i | i | i | i | i | i | 0 | -6 | i
O=C(CCC(=O)c1cccs1)Nc1ccc(F)c(F)c1F | -4 | i | i | i | i | i | i | i | -1 | -13 | i
COC(=O)c1sccc1S(=O)(=O)NC(C)c1cnn(-c2ccc(OC)cc2)c1C (centres undefined) | 1 | i | i | i | i | i | i | i | 5 | -9 | i
CN(CC(=O)Nc1ccc(F)c(F)c1F)C(=O)C1CCC1 | -12 | i | i | i | i | i | i | i | 11 | -14 | i
COc1cccc(Nc2nc(-c3sc(C)nc3C)cs2)c1 | 10 | i | i | i | i | i | i | i | nt | -7 | i
CNS(=O)(=O)c1cc(S(=O)(=O)NC)c2cccc3c2c1NC3=O | -3 | i | i | i | i | i | i | i | nt | -2 | i
CCOC(=O)c1c(S(=O)(=O)Nc2ccc(C)c(F)c2)c(C)n(C)c1C | 6 | i | i | i | i | i | i | i | 2 | -7 | i
CCOP(=O)(OCC)C(C#N)=C1SCN(c2ccc(Cl)cc2)CS1 | 5 | i | i | i | i | i | i | i | -1 | -5 | i
COC(=O)c1c(NC(=O)COC(=O)c2ccc(Cl)cc2[N+](=O)[O-])sc2c1CCCCC2 | 1 | i | i | i | i | i | i | i | -4 | -7 | i
CC(C)[C@H](NC(=O)c1ccco1)C(=O)OCc1cc(=O)n2c(n1)sc1ccccc12 | 3 | i | i | i | i | i | i | i | nt | -11 | i
Fc1ccccc1COc1cccc2cccnc12 | -2 | i | i | i | i | i | i | i | 9 | 1 | i
COc1ccc(-c2nc3cc(C)ccn3c2NC(=O)c2c(F)cccc2Cl)cc1 | 1 | i | i | i | i | i | i | i | 0 | -8 | i
COc1ccccc1CNCc1ccc(OC)c2ccccc12 | -10 | i | i | i | i | i | i | i | 2 | -6 | i
COc1ccc(C(=O)NCCC(=O)N2CCC3(CC2)NCCc2[nH]cnc23)cc1 | -3 | i | i | i | i | i | i | i | -2 | -9 | i
COCCn1c(=NC(=O)CCS(=O)(=O)c2ccccc2)sc2ccccc21 | -8 | i | i | i | i | i | i | i | -1 | -8 | i

Entries of single compounds, quoted from the list.
CCOc1ccc(N(CC)C(=O)c2nn(-c3ccc(OC)cc3)c(=O)c3c2c2ccccc2n3C)cc1 in the list: HDAC3 inh = 1; TRPC4 act = i; TRPC4 potent = i; TMEM16A act = i; KCNQ1 pot = i; ANO1 block = i; KCNK9 inh = i; KCNK3 block = i; Dyrk1A ADPGlo = 4; hERG rescue = -6; KCNQ1 inh = i
COc1cccc(Nc2nc(-c3sc(C)nc3C)cs2)c1 in the list: HDAC3 inh = 10; TRPC4 act = i; TRPC4 potent = i; TMEM16A act = i; KCNQ1 pot = i; ANO1 block = i; KCNK9 inh = i; KCNK3 block = i; Dyrk1A ADPGlo = nt; hERG rescue = -7; KCNQ1 inh = i

Compound activity deposited in PubChem by several laboratories.
